mcGAS MS inh – inhibitors of Mus musculus cyclic GMP-AMP synthase, initial high-throughput assay, cell-free, RapidFire MS | 0.18% of 130,000 active | inhibition, % at 12.5 µM | Q8C6L5 | recombinant mouse cGAS, cGAMP by RapidFire MS;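 active = inhibition of cGAS enzyme activity at or above 60%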;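 also: enzyme stimulated by 45 bp dsDNA with ATP and GTP substrates; cGAMP share of summed cGAMP plus half ATP and half GTP signals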
Target sequence (Q8C6L5 whole entry, looked up): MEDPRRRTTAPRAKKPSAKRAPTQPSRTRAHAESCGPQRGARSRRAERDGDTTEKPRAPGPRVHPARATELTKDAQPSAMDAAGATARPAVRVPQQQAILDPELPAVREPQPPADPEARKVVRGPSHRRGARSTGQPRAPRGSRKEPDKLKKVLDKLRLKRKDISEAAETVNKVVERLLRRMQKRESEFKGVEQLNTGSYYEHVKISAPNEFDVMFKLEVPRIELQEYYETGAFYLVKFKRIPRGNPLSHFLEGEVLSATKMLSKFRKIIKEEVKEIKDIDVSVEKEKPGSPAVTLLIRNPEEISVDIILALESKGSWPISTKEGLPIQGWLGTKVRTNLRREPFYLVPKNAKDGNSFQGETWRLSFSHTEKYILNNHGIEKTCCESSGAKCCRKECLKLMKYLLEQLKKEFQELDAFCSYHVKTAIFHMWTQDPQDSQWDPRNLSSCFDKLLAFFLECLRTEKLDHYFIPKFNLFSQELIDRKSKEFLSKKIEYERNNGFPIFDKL
An asterisk follows results filed as active; & = joins results of further samples. This is a subset; count on the stated rates, not on these rows.

structure | mcGAS MS inh
CCCc1[nH]n(-c2nc3ccccc3s2)c(=O)c1C(C)=Nc1ccc(C(=O)OCC)cc1 | 1
Cc1cccc2nc(CN3CCc4sccc4C3c3cccs3)cc(=O)n12 (configuration not stated) | -7
CC(C)(CNC(=O)NC(c1ccc(F)cc1)c1cccs1)N1CCOCC1 (configuration not stated) | -7
CC(=O)Nc1ccc(N=Cc2nc(-c3ccc(Br)cc3)oc2O)cc1 | -15
Cc1ccc(NC2=C(N3CCOCC3)C(=O)c3ccccc3C2=O)cc1 | -2
O=C(c1cn(C/C=C/c2ccccc2)nn1)N1CCC(c2ccc(F)cc2)C1 (configuration not stated) | -4
COCCNc1nc(NCCCN2CCCC2=O)c2sc(-c3ccccc3)cc2n1 | 4
COc1cccc(CC2CN(C(=O)c3cnc(C)cn3)CCO2)c1 (configuration not stated) | 4
O=c1nc(N2CCOCC2)nc(Nc2cccc(Br)c2)[nH]1 | -11
O=S(=O)(Nc1ccccc1)c1cc(C(F)(F)F)ccc1Cl | -8
CCS(=O)(=O)N1Cc2ccccc2CC1C(=O)N(C)Cc1ccc(Cl)cc1 (configuration not stated) | 1
O=C(CCc1ccc(=O)[nH]n1)N1CCCC(CNC(=O)C2(c3ccc(Cl)cc3)CC2)C1 (configuration not stated) | 0
O=c1[nH]ncc(N/N=C/c2ccccc2F)c1Cl | 3
Cc1ccc(CNC(=O)NC(C)c2ccncc2)cc1F (configuration not stated) | -12
COC(=O)c1ccc(F)cc1S(=O)(=O)N(C)c1ccccc1 | -8
COCCN1Cc2c(n(CC(=O)O)c3cc(C(C)(C)C)nn3c2=O)C1=O | -2
CC1CCc2c(sc3nc[nH]c(=S)c23)C1 (configuration not stated) | -8&-6
CCC(=O)C1=C(c2ccc(OC)cc2)N(C(=O)CC)n2c(CC)nnc2S1 | -10
Cn1c(C(=O)NC2CCCCC2)cc2c(=O)n3ccccc3nc21 | -11
CCCN1CCC(N(C)C(=O)Nc2ccc(OC(F)F)cc2)CC1 | -11

Retrieved by structure from above:
structure | mcGAS MS inh
COC(=O)c1ccc(F)cc1S(=O)(=O)N(C)c1ccccc1 | -8
Cn1c(C(=O)NC2CCCCC2)cc2c(=O)n3ccccc3nc21 | -11
O=c1[nH]ncc(N/N=C/c2ccccc2F)c1Cl | 3
O=C(CCc1ccc(=O)[nH]n1)N1CCCC(CNC(=O)C2(c3ccc(Cl)cc3)CC2)C1 (configuration not stated) | 0
CCS(=O)(=O)N1Cc2ccccc2CC1C(=O)N(C)Cc1ccc(Cl)cc1 (configuration not stated) | 1
CCC(=O)C1=C(c2ccc(OC)cc2)N(C(=O)CC)n2c(CC)nnc2S1 | -10

(further entries)
structure | mcGAS MS inh
COc1ccc2nc(N(CCN3CCOCC3)C(=O)c3cc(C)no3)sc2c1 | 0
Cc1c(Nc2nc3nonc3nc2Nc2ccc(I)cc2)c(=O)n(-c2ccccc2)n1C | -15
Cc1ncc(CN2CCCC(CNS(=O)(=O)c3cccc4cccnc34)C2)s1 (configuration not stated) | -2
CCc1nc(-c2nc3c([nH]2)CC(c2ccc(Cl)cc2)CNC3=O)no1 (configuration not stated) | -15
Clc1cccc(Cl)c1NC1=NCCN1 | -10&-2
O=S(=O)(Nc1ccncc1)c1c(Cl)cccc1C(F)(F)F | -9
c1cc(-c2ccc3cc[nH]c3c2)c2ccncc2c1 | -6
Cc1nn(C)c(Cl)c1S(=O)(=O)N1CCN2CCN(C)CC2C1 (configuration not stated) | -10
CN(C)S(=O)(=O)c1ccc(OCCSc2nnc(C3CC3)n2C2CC2)cc1 | -9
CC(C)C(C)NC(=O)CCn1cnc2sc3c(c2c1=O)CCCC3 (configuration not stated) | 0
CNc1cncc(-c2cccc(CO)c2)n1 | -2
O=C(CSc1ncccn1)Nc1ccc(Br)cc1 | 1
Cc1ncc2c(n1)CN(Cc1nnc(C3CC3)o1)CC2 | -3
Cc1cccc(-c2csc3c(=O)[nH]c(N4CCC(C(=O)NCc5ccccc5F)CC4)nc23)c1 | -7
COCc1nc(N(C)CCSc2ccccc2)c2cnn(C)c2n1 | -11
CCOC(=O)N1CCC(NC(=O)C2CCC(=O)N(CCc3ccccn3)C2)CC1 (configuration not stated) | -13
CNC(=O)c1cc(=O)c(OCc2ccc(F)cc2)cn1C | -3
CN(Cc1cccc(Cl)c1)Cc1nc2scc(-c3ccccc3)c2c(=O)[nH]1 | -2
COc1ccc(Nc2nc(COC(=O)C3CC4CCCC(C3)C4=O)cs2)cc1 (configuration not stated) | -7
S=C(N=P(c1ccccc1)(N1CCOCC1)N1CCOCC1)N1CCCCCC1 | 53
FC(F)(F)c1cc(-c2ccccc2)n2ncnc2n1 | -4
O=S(=O)(c1ccc(Cl)cc1)N1CCCC(OCc2cc(F)ccc2F)C1 (configuration not stated) | -4
COc1ccc(OC)c(CNS(=O)(=O)c2ccc(Cl)c(Cl)c2)c1 | -12
CCCN(Cc1ccc(C)cc1)C(=O)CN1CCN(S(C)(=O)=O)CC1 | -1
CCN1CCCC1CN1CC(C(=O)NCCc2nc(C(C)C)no2)CC1=O (configuration not stated) | -5
CN1CCCC2(CC1)CCN(c1cc(C(=O)O)c3ccccc3n1)CC2 | -5
Clc1cc(Cn2cc(-c3ccccc3)cn2)cc2c1OCCO2 | -8
Cc1cc(OCC2CN(C(=O)c3cccc(C#N)c3)CCO2)ccc1Cl (configuration not stated) | -5
O=C(/C=C/c1cc(Cl)c2c(c1)OCCO2)NS(=O)(=O)C1CCCCC1 | -19
Cc1csc(Sc2csc(Cl)n2)n1 | -8
Cc1c(CNCC(C)(C)c2ccccc2)c(=O)n(-c2ccccc2)n1C | -15
Cc1ccc(C(=O)NS(=O)(=O)CC(C)C)s1 | 3
CC(C)C1CN(C(=O)NCc2ccc(Cl)cc2)CCC(=O)N1CC1CC1 (configuration not stated) | -1
CCc1nc(CN(C)C2CCN(Cc3ccc(F)cc3C#N)C2)no1 (configuration not stated) | 4
C=CCN1C(=O)/C(=C\c2ccc(SC)cc2)SC1=S | 30
CS(=O)(=O)c1ccc(Nc2nc(CC(=O)NCC3CCCCC3)cs2)cc1 | -10
CSc1ncc(CN2CCC(CO)(CC3CCCCO3)CC2)cn1 (configuration not stated) | 0
Cc1cc(OCC(O)CNC2CCSCC2)ccc1Cl (configuration not stated) | -9
COc1ccc(S(=O)(=O)N2CCN(C(C)C(=O)NC34CC5CC(CC(C5)C3)C4)CC2)cc1 (configuration not stated) | 0
CN(CC(=O)Nc1sc2c(c1C(N)=O)CCCC2)C1CCCCC1 | -12
CCn1cc(CN(C)C(C)C(=O)N(C)C)cn1 (configuration not stated) | -17
Cc1csc(NC(=O)CCc2c(C)nn(-c3nc(C)c(C)c(=O)[nH]3)c2C)n1 | -5
O=C(O)c1c[nH]c2ccc(Br)cc12 | 1
CCOC1CC1C(=O)N1CCCCCC1CC(=O)c1ccco1 (configuration not stated) | -8
CNc1cnc(-c2ccc(C(=O)N3CCOCC3)cc2)cn1 | -6
O=C(Nc1cccnc1-c1cccc(O)c1)C1CC1 | -4
Cc1ccccc1-c1n[nH]c(=S)n1C1CCCCC1 | -2
CNS(=O)(=O)c1ccc(Cl)c(S(=O)(=O)NC)c1 | 2
O=C(Nc1cccc(-n2cccn2)c1)C1CCCN1C(=O)c1ccco1 (configuration not stated) | -4
COc1nn(C)cc1C(=O)NCCCc1ccccc1 | -24

Next part.
structure | mcGAS MS inh
CC1C(=O)N(c2ccc([N+](=O)[O-])cc2)CCN1C(=O)C1CCCC1 (configuration not stated) | -6
C=C(C)CN1C(=O)NC(C)(c2ccc(OC(F)F)cc2)C1=O (configuration not stated) | -1
OCCC1CN(C/C=C/c2ccccc2)CCN1Cc1ccccc1F (configuration not stated) | -5
CN(CCCc1cnn(C)c1)C(=O)C(O)C(F)(F)F (configuration not stated) | 2
O=C(NC1CC(=O)N(C2CCCCCC2)C1)c1ccccc1-c1ncc[nH]1 (configuration not stated) | -12
CN1CCCc2cc(C(CNC(=O)c3ccco3)N3CCCCC3)ccc21 (configuration not stated) | -12
CC(=O)N1CCN(S(=O)(=O)c2ccc(C)cc2)c2ccccc21 | -5
N#Cc1ccccc1S(=O)(=O)N1CCCC1Cc1ccccc1 (configuration not stated) | 3
COc1ccc(CC2(CO)CCN(Cc3cc4ccccc4o3)CC2)cc1 | -6
CC(C)(NCc1cccc(C#N)c1)c1ccc2c(c1)OCO2 | -3
O=C(CCc1ccc2c(c1)OCO2)Nc1ccc(OC(F)F)c(Cl)c1 | -7
OCc1cc(-c2cccc(N3CCNCC3)n2)ccc1F | -18
CSc1ccc(-c2nc(Cn3ccnc3)c(C)o2)cc1 | -30
CC1=C(NC(=O)c2ccccc2)C(c2c[nH]c3ccccc23)n2ncnc2N1 (configuration not stated) | -5
Cc1nc2c(C)cccn2c(=O)c1NC(=O)C1CCCC1 | -11
COc1ccc(Nc2cc3sc4cc(C)ccc4[nH]c3c3c(=O)c4ccccc4c(=O)c23)cc1 | -14
CC(C)c1nc(NC(=O)c2[nH]ncc2Br)n(C)n1 | 94*
O=C(Nc1cccc(-c2ccn[nH]2)c1)C1CCN(Cc2ccc3c(c2)OCCO3)CC1 | 3
COc1cc(OC)cc(C2=NC3(CCCCC3)NC2=S)c1 | -1
C=CCNC(=O)c1ccccc1NC(=O)CN(c1cccc(Cl)c1)S(C)(=O)=O | -10
NC(=O)CSc1ccc(NC(=O)c2ccccc2F)nn1 | -4
Cn1c(=O)c2c(-c3ccccc3)n(C3CCCCC3)cc2n(C)c1=O | -23
O=C(O)CCC(=O)OC[C@@H](NC(=O)C(Cl)Cl)[C@H](O)c1ccc([N+](=O)[O-])cc1 | -50&1
COc1ccccc1Nc1nc2sc(C(=O)N3CC(C)OC(C)C3)cc2s1 (configuration not stated) | -23
COc1ccc(C(C2Sc3nc(C)nn3C2=O)N2CCC(C)CC2)cc1 (configuration not stated) | -10
Cc1cc(C)cc(C(=O)N(C)C2(C)CCS(=O)(=O)C2)c1 (configuration not stated) | 0
O=c1[nH]c2cc3ccccc3c(=O)n2c2sc3c(c12)CCCC3 | 2
Cc1cc(N2CCN(C)CC2)nc2ccc(NC(=O)Nc3cccs3)cc12 | -3
CCC(CC)=NNC(=O)CN(Cc1ccccc1)S(=O)(=O)c1ccccc1 | -16
CC(C)NC(=S)NN=Cc1cccs1 | -2
Cn1ccnc1CN(Cc1cccc(C(=O)Nc2ccccc2)c1)C1CC1 | -14
C=CCN(Cc1ccc(F)cc1)C(=O)c1coc(CN2CCOCC2)c1 | -2
CCN(Cc1ccoc1)Cc1nc(COC)no1 | -15
Cc1ccnc(Nc2ccc(N3CCN(C(=O)Nc4ccc5c(c4)OCCO5)CC3)nn2)c1 | 1
CCc1nnc(SC(CC)C(=O)NCc2ccco2)c2cc3occc3n12 (configuration not stated) | -2
O=C(NCc1nnc2n1CCCC2)c1cn(-c2ccccc2)nn1 | -18
CC(O)c1cc(C(F)(F)F)cc(C(F)(F)F)c1 (configuration not stated) | -7
CCN1CCc2c(c(CN(CC3CC3)C(=O)Nc3ccccc3)nn2-c2ccccc2)C1 | -9
Cc1nc(CCC(=O)Nc2ccc(NC(=O)NC(C)C)cc2)cs1 | 4
COCCN(Cc1cc(C)[nH]n1)CC1CCCN(C2Cc3ccccc3C2)C1 (configuration not stated) | -13
N#Cc1ccc(OCC(=O)NNC(=O)c2cncc(Br)c2)cc1 | 19
CC(=O)NC(C(=O)N(C)Cc1csc2ccccc12)C1CCCC1 (configuration not stated) | -13
CC(CCc1ccccc1)NC(=O)N1CCN(S(=O)(=O)c2ccccc2F)CC1 (configuration not stated) | 2
CS(=O)(=O)NCCC1CCCN(Cc2ccc3ccccc3n2)C1 (configuration not stated) | -12
COc1ccc(CNC(=O)c2cccnc2N2CCCC2)cn1 | -8
COC(=O)N(C)CCCC(=O)NC1CC1c1ccccc1Cl (configuration not stated) | -2
COc1ccc(C(=O)NCC2CCCCC2)cc1F | -6
CCOC(=O)C1CCCCN1C(=O)c1cc(COc2ccc(C)c(C)c2)on1 (configuration not stated) | -6
C=CCn1c2ccc(Br)cc2c2nc3ccccc3nc21 | -2
Cc1c(C)c2c(c(C)c1O)CCC(C)(CCCC(C)CCCC(C)CCCC(C)C)O2 (configuration not stated) | -14

Following part
structure | mcGAS MS inh
COCCn1c(SCCN2CCOCC2)nc2c1c(=O)[nH]c(=O)n2C | -7
C=CCn1c(SCC(C)=O)nc2sc3c(c2c1=O)CCC3 | -9
COc1cc(=O)n(-c2ccccc2C)nc1C(=O)NCC(OC)OC | -31
COc1ccc(CN2CCCN(c3cc(NC(=O)c4ccccc4)ccc3OC)C2=O)cc1 | -1
CN1CCOc2cc(C(=O)N(C)[C@@H]3CS(=O)(=O)C[C@H]3O)ccc21 | -8
CCCCCCCn1c(CN2CCOCC2)nc2c1c(=O)n(C)c(=O)n2C | 6
O=C(c1ccc(C(F)(F)F)cc1)N1CCCC(OCc2ccc(F)c(F)c2)C1 (configuration not stated) | -8
CC(=O)Nc1ccsc1C(=O)N(C)CC1(CO)CCC1 | -2
CC1CC(N2CCCN(C(=O)Oc3ccccc3)CC2)C(=O)O1 (configuration not stated) | -5
COCC1CCCN(C(=O)c2ccc(N3CCCCCCC3)nc2)C1 (configuration not stated) | -3
CN(C)P(=NC(=S)N1CCN(c2ccccc2)CC1)(N(C)C)C12CC3CC(CC(C3)C1)C2 | -4
OCCN(Cc1nc(-c2cnccn2)no1)CC12CC3CC(CC(C3)C1)C2 | -7
Cc1cnc(C(=O)N2CCc3ccc(NC(=O)Cc4ccccc4F)cc3C2)cn1 | -2
CNCC(=O)N1CCOc2c(O)cc(-c3cccnc3)cc2C1 | 10

High-throughput results as filed in PubChem.
